Neddylation inh = blocks human cullin neddylation; P61081+Q13564; TR-FRET cullin neddylation, biochemical; calls only at 25 µM; 360,000 compounds, 0.58% hits; AID 651699; in the data active = inhibition above about 36%
STEP block = STEP (human) phosphatase inhibition. P54829. recombinant STEP, OMFP fluorogenic substrate, fluorescence. inhibition, % at 20 µM. 360,000 compounds, 0.25% hits. AID 588621;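 active = inhibition at 20 µM, scaled per plate between control wells, above about 37%, limit read from the data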;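 note: 0% = DMSO with enzyme and substrate and 100% = substrate only without enzyme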
Target sequence (P54829 whole entry, looked up): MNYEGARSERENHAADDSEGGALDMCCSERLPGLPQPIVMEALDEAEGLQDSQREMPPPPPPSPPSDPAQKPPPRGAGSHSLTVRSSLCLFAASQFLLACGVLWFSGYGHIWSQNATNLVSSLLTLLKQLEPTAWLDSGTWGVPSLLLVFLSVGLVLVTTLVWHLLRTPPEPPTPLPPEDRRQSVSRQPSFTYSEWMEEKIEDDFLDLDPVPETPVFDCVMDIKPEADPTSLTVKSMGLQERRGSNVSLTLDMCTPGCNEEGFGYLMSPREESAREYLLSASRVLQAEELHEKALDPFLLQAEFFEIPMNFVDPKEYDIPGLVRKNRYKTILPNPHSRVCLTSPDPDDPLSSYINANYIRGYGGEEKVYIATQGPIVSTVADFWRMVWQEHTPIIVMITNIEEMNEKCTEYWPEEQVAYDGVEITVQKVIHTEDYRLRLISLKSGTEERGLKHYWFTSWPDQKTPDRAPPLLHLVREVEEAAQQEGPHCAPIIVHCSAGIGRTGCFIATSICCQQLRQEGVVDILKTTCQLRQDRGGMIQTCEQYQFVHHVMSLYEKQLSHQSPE
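Measure: Control-normalized % inhibition with plate pattern correction | Test system: STEP phosphatase, cell-free reaction | Medium: pH 6.0 Bis-Tris with DTT and Tween 20 | Technique: Fluorescence, 480/540 nm | Times: Reaction 20 min, ambient temperature | Doses: Single compound dose of 20 µM, 1% DMSO final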
SUMO1 PPI mod = SUMO1-SIM interaction modulation | 360,000 compounds, 0.33% hits | SUMO1 binding to a labelled peptide, TR-FRET, 1 h | P63165 | inhibition, % at 20 µM | AID 602429; in the data active = inhibition above about 37%
Target sequence (P63165 whole entry, looked up): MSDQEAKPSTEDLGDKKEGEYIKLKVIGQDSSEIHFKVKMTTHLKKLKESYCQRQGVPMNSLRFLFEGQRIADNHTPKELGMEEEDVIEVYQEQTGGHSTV
Tb MetRS inh = blocks T. brucei methionyl-tRNA synthetase activity. 360,000 compounds, 0.4% hits. purified T. brucei MetRS, ATP depletion, Kinase-Glo luminescence. inhibition, % at 11.9 µM;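 active = inhibition above a per-plate cutoff of the control wells' mean inhibition plus 3 SD, cut at about 5.5% in these data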;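 note: 0% = DMSO wells median and 100% = median of wells with control inhibitor compound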
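Test system: purified T. brucei MetRS enzyme. Also added: ATP, methionine and E. coli bulk tRNA substrates. Compound: 11.9 µM single point. Schedule: 15 min enzyme-compound preincubation, 2 h reaction, 10 min detection, 25 °C. Signal: luciferase luminescence of residual ATP, Kinase-Glo. Evaluation: percent inhibition versus plate control medians. Controls: DMSO wells, low control.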
Scp-1 inhibitor = Scp-1 (human) phosphatase inhibition; Q9GZU7; Recombinant Scp1, phosphopeptide, malachite green phosphate absorbance; inhibition, % at 20 µM; 340,000 compounds, 0.88% hits; AID 493091;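 active = inhibition above about 50% at 20 µM, limit read from the data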;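 note: plate controls were DMSO wells with enzyme for no effect and wells lacking enzyme for full effect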
Target sequence (Q9GZU7 76-261 limits assumed): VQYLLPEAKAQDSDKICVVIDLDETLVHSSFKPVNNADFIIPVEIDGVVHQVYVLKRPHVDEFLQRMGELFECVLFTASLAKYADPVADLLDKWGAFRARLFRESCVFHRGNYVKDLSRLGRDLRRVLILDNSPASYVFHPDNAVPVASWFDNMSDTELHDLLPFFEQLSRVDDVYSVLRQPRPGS
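Assay system: SCP-1 catalytic fragment, aa 76-261 | Buffer or medium: Tris acetate buffer pH 5.5 with MgCl2 and Tween-20 | Compound: One concentration, 20 µM, with 1.0% DMSO | Also added: Phospho 17-mer peptide substrate | Signal: Absorbance at 630 nm | Incubation: 45 min enzyme reaction at room temperature | Measure: % inhibition of SCP-1 phosphate liberation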
NadD block = NadD (S. aureus) enzyme inhibition; 360,000 compounds, 0.78% hits; AID 602399; inhibition, % at 20 µM; purified NadD enzyme, colorimetric absorbance read-out; in the data active = inhibition above about 26%; note: some compounds past the cut are filed as inactive
DNMT1 block = blocks human DNA methyltransferase DNMT1; P26358; DNMT1 molecular beacon, Hinp1I cleavage, fluorescence; inhibition (reported as % activation of signal), % at 10 µM; 360,000 compounds, 0.83% hits; AID 588458; in the data active = inhibition above about 50%
LMPTP block = LMPTP (human) inhibition | P24666 | recombinant LMPTP-A, OMFP fluorogenic substrate, fluorescence intensity | inhibition, % at 20 µM | 360,000 compounds, 0.22% hits;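 active = compounds that cut the enzyme signal by at least half of the control window in the single-dose screen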;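 note: plate controls were DMSO wells with enzyme plus substrate for no effect and substrate without enzyme for full effect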
Target sequence (P24666 whole entry, looked up): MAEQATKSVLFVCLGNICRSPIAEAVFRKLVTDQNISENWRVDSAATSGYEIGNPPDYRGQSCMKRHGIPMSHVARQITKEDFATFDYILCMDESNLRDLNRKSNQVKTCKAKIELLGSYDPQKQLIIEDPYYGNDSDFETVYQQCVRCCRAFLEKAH
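Test system: LMPTP-A, protein tyrosine phosphatase of low molecular weight; Input: 0.625 nM enzyme; Incubation: 50 min dark incubation at room temperature; Signal: endpoint fluorescence intensity from OMFP dephosphorylation; Read-out basis: % inhibition versus control wells.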
CendR NRP1 mod = NRP-1/CendR interaction modulation | O14786 | FAM-RPARPAR peptide binding to NRP-1, fluorescence polarization | inhibition, % at 25 µM | 360,000 compounds, 0.85% hits;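 active = inhibition or corrected inhibition above about 18%, plus a signal ratio from 0.5 to 1.5, limit read from the data, passing the limit was not always enough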; note: strong numbers were not always called active
SKN-1 inh = C. elegans SKN-1 inhibition; C. elegans VP596 Pgst-4::GFP/RFP ratio, acrylamide-induced, 24 h; 360,000 compounds, 0.49% hits; AID 624304; inhibition, % at 21.8 µM;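 active = interference check ratio from 0.5 to 1.5 plus GFP to RFP signal ratio inhibition reaching or exceeding a fixed threshold, cut at about 30% in these data, passing the limit was not always enough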; note: some compounds called inactive have numbers as strong as hits
Numbers without * were called inactive; i = inactive; x = no result given.

The line under a structure holds: Neddylation inh	STEP block	SUMO1 PPI mod	Tb MetRS inh	Scp-1 inhibitor	NadD block	DNMT1 block	LMPTP block	CendR NRP1 mod	SKN-1 inh
1	O=C(O)c1cc(-c2ccccc2)n(-c2ccccc2)n1
 : i	2	7	0.0	-8	9	-1	-1.8	7	5
2	Cc1ccc(S(=O)(=O)N2CCOCC2)cc1C(=O)OCC(=O)NCc1ccc2c(c1)OCO2
 : i	0	-1	0.6	-8	-7	3	-0.1	7	16
3	Cc1cc(C(=O)Nc2ccon2)ccc1[N+](=O)[O-]
 : i	2	-22	0.3	-7	-3	3	-1.7	4	4
4	CCC(C(=O)NCCN1CCOCC1)n1nc(C)n2c(cc3sccc32)c1=O (stereo unspecified)
 : i	-1	-9	0.1	1	-4	0	-1.0	13	7
5	COCCCN1C(=O)C(CC(=O)NCc2cccs2)CC(C(=O)N(C(C)C)C(C)C)=C1C (stereo unspecified)
 : i	0	4	-0.2	x	-2	-1	-1.2	0	18
6	O=C1CCC(c2ccccc2)N1c1ccccc1 (stereo unspecified)
 : i	-3	-1	-0.2	-2	4	3	-0.8	4	-12
7	CCOc1ccccc1NC(=O)C(OC(=O)c1ccccc1NS(=O)(=O)c1cccs1)c1ccccc1 (stereo unspecified)
 : i	0	3	-1.9	45	6	4	0.3	3	-8
8	O=Cc1ccc(Oc2nc(Cl)ncc2F)cc1
 : i	28	1	-0.1	21	-1	11	8.6	8	10
9	Cc1ccc2c(c1)[nH]c1c(=O)n(Cc3ccco3)cnc12
 : i	2	16	-0.6	-7	-9	1	-1.3	12	16
10	O=C1C2C3C=CC(C3)C2C(=O)N1CNc1ccccn1 (stereo unspecified)
 : i	2	-6	-0.1	-15	-8	1	-3.0	8	-13
11	O=C(Nc1ccc(F)cc1)c1cc(S(=O)(=O)Nc2ccc(F)cc2)cs1
 : i	-5	6	0.0	-11	-3	-5	-1.5	26*	-12
12	CC(CCc1ccccc1)NC(=O)c1ccc(Cl)nc1 (stereo unspecified)
 : i	-2	1	0.7	-2	-2	1	-0.8	-4	-2
13	CC1CCC2C(=O)N(c3ccc(NC4CCCCC4)c([N+](=O)[O-])c3)C(=O)C2C1 (stereo unspecified)
 : i	2	-26	-0.2	-8	-2	-1	2.8	13	2
14	CC(Oc1ccc(Cl)cc1)C(=O)Nc1ccc(S(=O)(=O)Nc2nccs2)cc1 (stereo unspecified)
 : i	0	3	0.0	-5	4	1	1.4	-12	-4
15	COC(=O)[C@]12CCCCC=C1N(Cc1ccc(Cl)cc1Cl)C(=O)[C@H](CC(=O)N1CCCC1)C2
 : i	x	4	0.1	x	8	x	0.8	2	12
16	O=S(=O)(Nc1ccc(Cl)cn1)c1ccc(F)cc1
 : i	3	2	-0.4	-2	-2	-1	0.5	6	0
17	Cc1ccccc1Cn1c(C(=O)OC(C)C)cc2c1ccn2C
 : i	0	2	0.5	-7	-5	1	1.5	-3	29
18	O=C(O)CCn1c(C(=O)O)cc2sccc21
 : i	1	3	-1.7	9	-3	7	-0.6	8	-12
19	Cc1cc(C)n(-c2ccc(S(N)(=O)=O)cc2[N+](=O)[O-])n1
 : i	-2	-9	-0.5	-9	-4	0	-1.9	-4	-5
20	Cc1ccc(NC(=O)C2C3CC4OC(=O)C2C4C3)cc1Cl (stereo unspecified)
 : i	0	-1	-0.4	-10	-3	4	2.8	-4	33

Fetched by structure from the entries so far, 6 records:
The line under a structure holds: Neddylation inh	STEP block	SUMO1 PPI mod	Tb MetRS inh	Scp-1 inhibitor	NadD block	DNMT1 block	LMPTP block	CendR NRP1 mod	SKN-1 inh
18	O=C(O)CCn1c(C(=O)O)cc2sccc21
 : i	1	3	-1.7	9	-3	7	-0.6	8	-12
4	CCC(C(=O)NCCN1CCOCC1)n1nc(C)n2c(cc3sccc32)c1=O (stereo unspecified)
 : i	-1	-9	0.1	1	-4	0	-1.0	13	7
5	COCCCN1C(=O)C(CC(=O)NCc2cccs2)CC(C(=O)N(C(C)C)C(C)C)=C1C (stereo unspecified)
 : i	0	4	-0.2	x	-2	-1	-1.2	0	18
8	O=Cc1ccc(Oc2nc(Cl)ncc2F)cc1
 : i	28	1	-0.1	21	-1	11	8.6	8	10
16	O=S(=O)(Nc1ccc(Cl)cn1)c1ccc(F)cc1
 : i	3	2	-0.4	-2	-2	-1	0.5	6	0
15	COC(=O)[C@]12CCCCC=C1N(Cc1ccc(Cl)cc1Cl)C(=O)[C@H](CC(=O)N1CCCC1)C2
 : i	x	4	0.1	x	8	x	0.8	2	12

(continued)
The line under a structure holds: Neddylation inh	STEP block	SUMO1 PPI mod	Tb MetRS inh	Scp-1 inhibitor	NadD block	DNMT1 block	LMPTP block	CendR NRP1 mod	SKN-1 inh
21	ON/C=N/C(=S)Nc1ncc(C(F)(F)F)cc1Cl
 : i	-1	-3	0.0	3	1	-1	1.0	-4	1
22	COc1ccc2[nH]cc(CCN3C(=O)c4ccc(C(=O)O)cc4C3=O)c2c1
 : i	-1	-8	-0.2	-5	-6	0	-1.4	11	4
23	CC1(C)CC(=O)C=C(NCC2CCCO2)C1 (stereo unspecified)
 : i	1	-1	-0.3	-10	1	-1	-1.7	5	4
24	COc1cccc(/C=N/n2cnc3ccccc32)c1OC
 : i	0	-4	0.9	-4	-2	-5	0.5	-12	0
25	O=S(=O)(Nc1ccc2cn[nH]c2c1)c1ccc(Cl)cc1
 : i	-2	-3	0.2	-8	0	-3	0.2	2	17
26	C/C(CC(=O)Nc1ccc2c(c1)OCCO2)=N\NC(=O)COc1cccc(C)c1
 : i	-3	4	-0.7	-5	-11	-1	0.6	9	4
27	CCn1c(-c2ccccc2)c[nH]c1=S
 : i	-2	8	-1.0	0	-3	1	-0.2	-11	-7
28	Cc1ccc(Cn2nnc3c(=O)[nH]c(C4CCN(S(=O)(=O)c5ccccc5)CC4)nc32)cc1
 : i	-3	4	-1.1	-6	28	-5	1.5	-1	9
29	COC(=O)Nc1ccc(S(=O)(=O)N2CCCc3cccc(O)c32)cc1
 : i	-4	2	1.3	3	-3	12	0.8	-1	-3
30	COC(=O)c1c(C)cc(C)c2c1CC(C)(C)C2=O
 : i	2	0	-1.3	-5	-7	-1	1.1	0	-11
31	Cn1c(CSCc2ccc(Cl)c(Cl)c2)n[nH]c1=S
 : i	2	3	-0.1	11	2	1	-2.9	-7	8
32	CCOC(=O)Cn1c(=NC(=O)CSC(C)=O)sc2ccccc21
 : i	5	3	0.7	-7	-3	-1	-0.4	-6	2
33	COc1nc(C)nc(C)c1Oc1ccc(Cl)cc1Cl
 : i	-2	1	3.2	2	1	1	-0.7	17	-3
34	Cc1csc(NC(=O)CSc2ccc3nnc(-c4ccncc4)n3n2)n1
 : i	-2	-2	-0.3	-1	-5	2	-0.9	-2	0
35	CCOC(=O)CC(NS(=O)(=O)Cc1ccccc1)c1ccc(C)cc1 (stereo unspecified)
 : i	-3	2	-0.8	-8	1	-3	-1.7	-6	9
36	CCCc1nnc(SCC(=O)N2C(C)CCCC2C)n1CC1CCCO1 (stereo unspecified)
 : i	0	-1	-0.3	3	3	3	0.3	8	6
37	Nn1c(N2CCCCC2)nc2ccccc21
 : i	-2	-1	-0.8	12	3	3	0.4	-10	0
38	Cc1cccc(Cl)c1OCCCn1ccnc1
 : i	1	-1	-0.1	-8	-6	67*	-0.4	6	-7
39	Cc1nn(CCC(=O)NCCc2ccccc2Cl)c(=O)c2nn(-c3ccccc3)c(C)c12
 : i	0	5	0.2	-6	0	-2	0.0	0	12
40	COc1ccc(CCN(Cc2ccc(C(C)C)cc2)S(=O)(=O)c2ccc(S(=O)(=O)N(C)C)cc2)cc1OC
 : i	-1	2	-0.6	-5	-2	29	-1.9	-8	2
41	C=CCN1C(=O)c2ccc(C(=O)N(C)CC(=O)Nc3ccccc3C(F)(F)F)cc2C1=O
 : i	5	-17	-0.2	0	0	0	-1.0	-8	7
42	O=C(CN(C(=O)CNS(=O)(=O)c1ccccc1)c1ccc2c(c1)OCCO2)NC1CCCCC1
 : i	1	-1	-0.9	-14	-3	-2	-1.2	6	10
43	CN1CCC(NC(=O)c2ccncc2)CC1
 : i	0	1	0.1	-4	-2	4	-2.3	4	-10
44	O=C(Nc1cccnc1)c1ccc(-c2cc(Cl)ccc2Cl)o1
 : i	4	-1	-0.4	-3	7	-3	2.7	4	12
45	O=C(Nc1ccccc1)C(=O)Nc1cccnc1
 : i	0	-3	-0.8	-9	-3	1	-1.1	6	8
46	C(=C\c1ccccc1)/CN1CCN(Cc2nc(Cc3ccccc3)no2)CC1
 : i	-2	-3	-0.5	53*	-2	10	-0.9	2	-16
47	Cc1nn(-c2ccccc2)c(Oc2ccccc2)c1C=O
 : i	-2	-4	-0.3	-9	2	0	-0.5	-2	-3
48	CCOC(=O)N1CCN(C(=O)c2ccccc2SCC(=O)NCC2CCCCC2)CC1
 : i	-4	-24	-0.5	-1	5	1	-10	10	-13
49	O=C(CNS(=O)(=O)c1ccc(C(=O)N2CCCCC2)cc1)N1CCCCC1
 : i	-4	1	-0.2	-6	9	1	0.2	-15	-27
50	Cc1cccn2c(=O)c3cc(C#N)c(=NC(=O)c4cccs4)n(CCCOC(C)C)c3nc12
 : x	2	-18	0.3	29	18	4	-0.4	-34	1
51	C[C@@H]1CN([C@@H](C)CO)C(=O)CCCn2nncc2CO[C@H]1CN(C)Cc1ccc2c(c1)OCO2
 : i	1	-2	-0.3	x	-3	3	-2.8	-4	2
52	Cn1nc(C(F)(F)F)c2cc(NC(=O)OCc3ccc(C(C)(C)C)cc3)sc21
 : i	2	-4	-2.8	0	3	-10	4.3	9	-21
53	CCOC(=O)C1CN(S(=O)(=O)c2cccs2)c2ccc(CC(=O)OC)cc2O1 (stereo unspecified)
 : i	2	0	-0.1	-4	-9	4	-0.2	1	-6
54	CCN(CC)S(=O)(=O)c1ccc2nnn(OCC(=O)Nc3cccc(C#N)c3)c2c1
 : i	-2	4	0.4	-11	-2	-6	0.4	12	5
55	CCOC(=O)CSc1nnc(CNC(=O)c2ccc(OC)cc2)n1-c1ccc(OC)cc1
 : i	-2	3	-0.7	-6	5	1	0.8	1	0
56	CCCCNC(=O)c1c(N)[nH]c(C(=O)c2ccccc2)c1-c1ccccn1
 : i	x	-7	-0.6	x	2	x	-0.3	5	14
57	CCCCCN1C2=NCCN2c2ccccc21
 : i	-3	-4	-0.3	0	1	6	-0.6	9	11
58	COc1ccc(S(=O)(=O)N2CCN(Cc3cc(OC)c(O)c(OC)c3)CC2)cc1
 : i	1	4	-0.4	-5	-1	2	-2.5	17	12
59	Cc1cc(F)ccc1S(=O)(=O)N1CCCOC1CNC(=O)C(=O)NCc1ccccn1 (stereo unspecified)
 : i	0	22	-0.8	-6	4	2	0.2	-12	9
60	C=CCn1c(-c2ccc(OC)cc2)nc2nc3ccccc3nc21
 : x	4	-21	-0.9	-18	7	-6	-0.2	-14	-4
